Assay outcomes (PubChem)
VIM-2 inh: VIM-2 metallo-beta-lactamase inhibitors, primary screen, biochemical, epi-absorbance readout, Pseudomonas aeruginosa enzyme. purified VIM-2, nitrocefin hydrolysis, epi-absorbance fluorescence. inhibition, % at 5.6 µM. 0.89% of 290,000 active. AID 1527, 2009;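 active means inhibition above the mean of all tested compounds plus 3 SD, cutoff set per screening run, cut at about 7.5% in these data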;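 further: red hydrolysis product quenches plate fluorescence so inhibitors raise well fluorescence; 0% = enzyme with DMSO and 100% = DMSO without enzyme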
SUMO HTRF inh: inhibitors of in vitro SUMOylation cascade, primary screen, biochemical, HTRF, uHTS. SUMO-conjugating enzyme UBC9 (Homo sapiens), P63279. HTRF SUMOylation assay, SAE1/SAE2 + UBC9. inhibition, % at 35 µM. 0.36% of 290,000 active. AID 2006, 2009; in the data active means inhibition above about 50%, passing the limit was not always enough; further: strong numbers were not always called active
Target sequence (P63279 whole entry, looked up): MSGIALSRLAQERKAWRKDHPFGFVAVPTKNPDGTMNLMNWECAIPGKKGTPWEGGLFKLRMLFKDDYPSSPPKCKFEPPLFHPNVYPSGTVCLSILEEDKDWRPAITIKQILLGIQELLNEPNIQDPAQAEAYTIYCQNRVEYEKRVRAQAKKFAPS
p-CIP stab down: p/CIP-EGFP fusion destabilizers, primary screen, fluorescence, F442A cells. Q05BA5. 16 h. decrease of EGFP signal, % at 10 µM. 0.01% of 290,000 active. AID 1984, 2009;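 active means EGFP signal decrease of at least 30% at 10 µM or well 3 SD below plate mean, unless failing retest; inactive means the rest, including hits failing retest or dose response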; further: some compounds called inactive have numbers as strong as hits; many of its hits are not listed in these tables
IDE act: human IDE activators in live cells, primary screen, fluorescence polarization, HEK cells, FAbeta-B substrate; AID 493087, 2011; FAbeta-B cleavage; 0% vehicle, 100% cell-free pure enzyme wells; 0.073% of 340,000 active; activation, % at 5.96 µM; Insulin-degrading enzyme (Homo sapiens), P14735;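 active means activation above the mean of all tested compounds plus 3 SD, set per screening campaign, cut at about 17% in these data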
PfM18AAP inh: PfM18AAP inhibitors, malaria aminopeptidase, primary screen, biochemical, QFRET, recombinant enzyme; inhibition, % at 7.35 µM; M18 aspartyl aminopeptidase (Plasmodium falciparum 3D7); H-Glu-NHMec fluorogenic cleavage; AID 1822, 2009; 1.2% of 290,000 active;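 active means inhibition above the campaign mean inhibition over all tested compounds plus 3 SD, cut at about 28% in these data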;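 further: 0% = plate median of test compound wells and 100% = 2 mM ZnCl2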
IDE inh: human IDE inhibitors in live cells, primary screen, fluorescence polarization, HEK cells, FAbetaB substrate | Insulin-degrading enzyme (Homo sapiens), P14735 | FAbetaB cleavage | inhibition, % at 5.59 µM | 0.41% of 320,000 active | AID 434962, 2010;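 active means percent inhibition above the average of all tested compounds plus 3 SD, set per screening campaign, cut at about 16% in these data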;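 further: IDE supplied by intact live HEK cells; FP after avidin binding of uncleaved biotin substrate so inhibition keeps polarization high; 0% = DMSO wells and 100% = 60 µM reference IDE inhibitor Ii1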
IMP-1 inhibitor: IMP-1 metallo-beta-lactamase inhibitors, primary screen, biochemical, epi-absorbance readout, Pseudomonas aeruginosa enzyme. inhibition, % at 5.6 µM. 0.45% of 290,000 active. purified IMP-1, nitrocefin hydrolysis, epi-absorbance fluorescence. AID 1556, 2009. metallo-beta-lactamase IMP-1 (Pseudomonas aeruginosa);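 active means inhibition above the mean plus 3 SD of all compounds in the same screening run, cut at about 4.5% in these data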;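 further: 0% = IMP-1 with DMSO and 100% = DMSO wells lacking enzyme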
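System: purified IMP-1; amount: IMP-1 0.2 nM before substrate addition; compound: single dose, 5.6 µM; times: 25 °C, 15 min preincubation, 25 min reaction; signal: Epi-absorbance via hydrolysed-nitrocefin quenching of white-plate fluorescence, 480/530 nm, EDTA stop; benchmarks: DMSO with and without IMP-1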
FID counter: compounds displacing fluorescent DNA intercalator, primary screen, artefact control for HCV NS3 helicase inhibitor project, biochemical, FID fluorescence. 0.17% of 290,000 active. AID 1845, 2009. inhibition, % at 7.9 µM. DNA fluorescent intercalator displacement; in the data active means inhibition above about 37%;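 further: 0% = vehicle and 100% = reference compound; higher means more ethidium bromide displaced from hairpin DNA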
HCV NS3 hel inh: inhibitors of HCV NS3 helicase, primary screen, biochemical, Cy5 molecular beacon fluorescence; Hepatitis C virus NS3 helicase; NS3 helicase DNA unwinding; inhibition, % at 10.9 µM; 0.56% of 290,000 active; AID 1800, 2009;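 active means inhibition above the mean of all tested compounds plus 3 SD, set per campaign, cut at about 35% in these data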;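 further: 0% = DMSO wells and 100% = thioflavine S control wells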
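assay system = NS3 helicase fragment of HCV | buffer or medium = MOPS pH 6.5, MgCl2, DTT, Tween20, BSA | timing = 60 min unwinding reaction at 25 °C after ATP addition | signal = Cy5 beacon fluorescence read at start and 1 h | read-out basis = % inhibition of unwinding | control set = low DMSO, high thioflavine S at 110 µM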
Active calls of the source: *; . = no result given.

Each structure is followed by: VIM-2 inh, SUMO HTRF inh, p-CIP stab down, IDE act, PfM18AAP inh, IDE inh, IMP-1 inhibitor, FID counter, HCV NS3 hel inh
1) FC(F)(F)c1ccc(N2CCN(Cc3ccc4c(c3)OCO4)CC2)nc1
→ -1.6, -17, -2, -1, -11, 4, -1.8, -3, 7
2) Cc1ccc(NC(=O)Nc2cccc3ccccc23)cc1
→ 1.3, 1, 2, 1, 3, -3, -0.1, 4, 3
3) O=C(Nc1nnc(SCc2ccc(F)cc2)s1)c1ccc2ncsc2c1
→ 1.0, 34, -4, -2, 14, ., -2.3, 0, -1
4) CCN(CC(=O)Nc1ccccc1C(F)(F)F)C(=O)CCc1c(C)[nH]c(=O)c(C#N)c1C
→ -3.0, 10, -3, 3, 5, -1, -3.3, -7, 2
5) O=C(CSc1nnc(CNC(=O)c2ccccc2F)o1)c1ccccc1
→ -3.3, -10, 6, 3, 5, 8, -4.1, -9, -3
6) COc1ccc(C(=O)NCc2ccccc2)cc1S(=O)(=O)N1CCCc2ccccc21
→ 3.9, -7, 3, 1, 8, 5, -0.1, -12, 1
7) O=C(Nc1ccc2c(c1)OCO2)c1ccc(Br)c(S(=O)(=O)N2CCCC2)c1
→ -2.0, -18, -4, -1, -1, 1, -1.4, -13, -4
8) Cc1ccnc(NS(=O)(=O)c2ccc(NC(=O)CSc3nc(-c4ccccc4)cc(=O)[nH]3)cc2)n1
→ -2.2, -10, 3, 3, 3, -1, -3.1, 0, -4
9) O=C(c1cc(-c2ccccc2Cl)on1)N1CCCC1
→ 2.0, -10, -2, 6, 1, 1, 0.9, -21, 15
10) CC12CCC(C(=O)NNc3ccc([N+](=O)[O-])cc3)(CC1=O)C2(C)C (configuration not stated)
→ -1.8, 2, -15, 5, 6, 3, -1.1, 4, 3

(listing goes on)
Each structure is followed by: VIM-2 inh, SUMO HTRF inh, p-CIP stab down, IDE act, PfM18AAP inh, IDE inh, IMP-1 inhibitor, FID counter, HCV NS3 hel inh
11) Cc1cccc(NC(=O)c2nc[nH]c2C(=O)N[C@@H](C)C(=O)OCc2ccccc2)c1
→ ., -3, -5, -2, ., -2, ., ., .
12) COC(=O)c1ccc2c(=O)n(CCCCCC(=O)NCc3ccccc3)c(=O)[nH]c2c1
→ -3.5, 30, -11, 3, 0, -2, -6.5, -18, -1
13) C/C(=N\NC(=O)Cn1nnc2ccccc21)c1ccco1
→ -4.3, -4, -8, 4, 7, 5, -3.5, -3, 1
14) Cc1ccc2c(Cn3cc(C(F)(F)F)cc(Cl)c3=O)cc(=O)oc2c1
→ 1.4, 8, 4, ., -4, 1, -1.4, -7, 8
15) COc1cccc(C(=O)N2CCCN(C)CC2)c1OC
→ -0.3, 7, 6, 7, 5, 4, -3.0, 2, 3
16) CCOc1ccsc1C(=O)NNC(=O)c1ccco1
→ -2.9, 2, -3, 5, 5, 3, -3.1, -4, -4
17) Cc1cccc(-n2ccnc2CN2CCN(C(C)C)C(CCO)C2)c1 (configuration not stated)
→ -3.6, 4, 2, 5, 4, -4, -3.9, 1, -3
18) O=C(O)c1ccc(-n2cccc2)cc1O
→ -4.0, 8, -3, 2, 0, 0, -0.5, 1, 3
19) COc1ccc(CCNC(=O)C2CCN(S(=O)(=O)c3ccc(NC(C)=O)cc3)CC2)cc1OC
→ -1.8, -4, -10, -2, -1, 2, -3.3, -22, -5
20) CCN(CC)S(=O)(=O)c1ccc2nc(COC(=O)c3n[nH]c4ccccc34)[nH]c2c1
→ -1.4, 20, -16, 0, 7, 3, -2.6, -6, -9

(further entries)
Each structure is followed by: VIM-2 inh, SUMO HTRF inh, p-CIP stab down, IDE act, PfM18AAP inh, IDE inh, IMP-1 inhibitor, FID counter, HCV NS3 hel inh
21) COc1ccc(C(=O)Nc2ccc(C)cc2C(=O)c2ccccc2)c(OC)c1
→ -2.5, -4, -6, 4, 2, 7, -1.3, -7, -12
22) COc1ccc(OC)c(NS(=O)(=O)c2cc(OC)ccc2OC)c1
→ -1.9, 4, -6, 9, 0, -1, -1.4, -11, -5
23) COCCN=C1N[C@@H](c2ccc(Br)cc2)C(C(=O)OC)=C(C)N1Cc1ccccc1
→ -2.0, 7, 2, 6, -10, 4, -4.4, 20, -89
24) CN(C)S(=O)(=O)c1cccc(C(=O)N2CCN(Cc3ccccc3)CC2)c1
→ 1.6, 19, -5, -1, 1, -2, -0.8, -17, 1
25) CC1=N/C(=C/c2cc(Br)cc(Br)c2O)C(=O)O1
→ 1.5, -5, -1, 7, 4, 1, -0.1, 1, 7
26) Cc1ccc(CNC(=O)COc2ccc(C(=O)c3ccc(F)cc3)cc2)cc1
→ -2.1, 32, 4, 5, 7, 5, -5.6, -1, 2
27) COC(=O)c1cc(Br)c(=O)n(Cc2ccc(OC)c(OC)c2)c1
→ -3.2, -3, -1, 6, -2, -4, 1.1, -7, 5
28) COc1cc(C(=O)N/N=C/c2ccc(OC(=O)c3ccccc3Cl)c(OC)c2)ccc1O
→ -3.0, -6, -2, -2, 3, ., -5.7, -36, -7
29) COc1ccc2nc(N(CCN(C)C)C(=O)/C=C/c3cccs3)sc2c1
→ -2.1, -11, 18, 1, -2, 0, -2.5, 8, -25
30) O=C(O)CCN1C(=O)c2ccc(Oc3ccc([N+](=O)[O-])cc3)cc2C1=O
→ -1.0, 1, 4, 4, 3, 5, -3.0, -13, -3

Results in FID counter (2 entries from above):
entry | SMILES | FID counter
25 | CC1=N/C(=C/c2cc(Br)cc(Br)c2O)C(=O)O1 | 1
26 | Cc1ccc(CNC(=O)COc2ccc(C(=O)c3ccc(F)cc3)cc2)cc1 | -1

New compounds follow.
Each structure is followed by: VIM-2 inh, SUMO HTRF inh, p-CIP stab down, IDE act, PfM18AAP inh, IDE inh, IMP-1 inhibitor, FID counter, HCV NS3 hel inh
31) CCN1CCCC1CNC(=O)C(=O)NC(C)C (configuration not stated)
→ -2.4, 15, -13, 7, -12, 2, -1.9, 1, 10
32) CCOC(=O)Cn1c(=O)c(-c2cc(Br)ccc2N)nc2ccccc21
→ -1.5, 26, -34, 6, -1, -3, -3.0, 2, 10
33) COc1ccc2nc3sc(C(=O)NCCCN4CCc5ccccc5C4)cc3cc2c1
→ -1.9, 5, -7, -8, 4, 20*, -3.2, 9, -30
34) COc1cc(-c2nnn(CC(=O)NC3CCS(=O)(=O)C3)n2)ccc1OCc1ccccc1 (configuration not stated)
→ -2.4, 7, -10, -4, -1, -3, 0.3, -11, 2
35) Cc1c(C(=O)O)oc2ccc(S(=O)(=O)N3CCC(C)CC3)cc12
→ -1.1, 2, -3, 6, 5, 3, -2.8, -15, 8
36) CCc1ccc(C(=O)COC(=O)C(CCSC)NC(=O)C23CC4CC(CC(C4)C2)C3)cc1 (configuration not stated)
→ -2.3, 5, -16, 3, -1, -1, -1.0, 1, 0
37) CCN(CC)S(=O)(=O)c1ccc(NC(=S)Nc2ccccc2)cc1
→ -0.5, -27, -4, 1, 5, 0, 2.4, -8, 6
38) O=C(NCCc1c[nH]c2ccccc12)/C(=C/c1cccnc1)NC(=O)c1ccco1
→ 2.1, 11, -18, 6, -7, -1, -2.3, -3, -3
39) O=C(C1CCN(C2CC(=O)N(c3ccc(F)cc3)C2=O)CC1)N1CCOCC1 (configuration not stated)
→ 0.6, 11, -20, -1, 0, -2, -1.1, 4, -4
40) O=C1CC(c2ccccc2)C(C(=O)Nc2ccccc2F)N1 (configuration not stated)
→ -1.4, 0, 0, 1, 6, 1, -1.9, -2, -1

Records 34 to 40, quoted:
Each structure is followed by: VIM-2 inh, SUMO HTRF inh, p-CIP stab down, IDE act, PfM18AAP inh, IDE inh, IMP-1 inhibitor, FID counter, HCV NS3 hel inh
34) COc1cc(-c2nnn(CC(=O)NC3CCS(=O)(=O)C3)n2)ccc1OCc1ccccc1 (configuration not stated)
→ -2.4, 7, -10, -4, -1, -3, 0.3, -11, 2
35) Cc1c(C(=O)O)oc2ccc(S(=O)(=O)N3CCC(C)CC3)cc12
→ -1.1, 2, -3, 6, 5, 3, -2.8, -15, 8
36) CCc1ccc(C(=O)COC(=O)C(CCSC)NC(=O)C23CC4CC(CC(C4)C2)C3)cc1 (configuration not stated)
→ -2.3, 5, -16, 3, -1, -1, -1.0, 1, 0
37) CCN(CC)S(=O)(=O)c1ccc(NC(=S)Nc2ccccc2)cc1
→ -0.5, -27, -4, 1, 5, 0, 2.4, -8, 6
38) O=C(NCCc1c[nH]c2ccccc12)/C(=C/c1cccnc1)NC(=O)c1ccco1
→ 2.1, 11, -18, 6, -7, -1, -2.3, -3, -3
39) O=C(C1CCN(C2CC(=O)N(c3ccc(F)cc3)C2=O)CC1)N1CCOCC1 (configuration not stated)
→ 0.6, 11, -20, -1, 0, -2, -1.1, 4, -4
40) O=C1CC(c2ccccc2)C(C(=O)Nc2ccccc2F)N1 (configuration not stated)
→ -1.4, 0, 0, 1, 6, 1, -1.9, -2, -1

(more compounds)
Each structure is followed by: VIM-2 inh, SUMO HTRF inh, p-CIP stab down, IDE act, PfM18AAP inh, IDE inh, IMP-1 inhibitor, FID counter, HCV NS3 hel inh
41) Cc1nc2ccccn2c1C(=O)NCc1ccc2c(c1)OCO2
→ -0.4, 10, -10, 1, -14, 5, -2.1, 8, -10
42) COc1cc(/C=N/N(C)C)cc(Br)c1O
→ -1.9, 6, 13, 5, 12, -2, -2.9, 2, -5
43) COc1ccc(C(=O)Nc2cccc(C(=O)N3CCCC3)c2)cc1
→ -1.9, 21, 4, -1, 3, -5, -5.8, -9, 1
44) COC(=O)c1c(NC(=O)C(C)C)sc2c1C(C(=O)OC)CC2 (configuration not stated)
→ -2.0, -2, 6, -2, -5, 4, -3.2, -18, -4
45) CCN(c1cccc(C)c1)c1ncnc2nc[nH]c12
→ 1.4, 0, 4, 13, 4, -1, -2.3, 0, -6
46) COc1cccc2c1OCC(C(=O)OCc1cccnc1)=C2
→ -1.1, 13, -5, -1, 4, -2, -2.0, -13, 1
47) CC1=N/C(=C/c2cccnc2)C(=O)O1
→ -1.6, 16, -11, 4, -2, 3, -1.2, 3, 0
48) COc1ccc(CC(=O)NCc2cccc(CNC(=O)Cc3ccc(OC)c(OC)c3)c2)cc1OC
→ -0.9, 2, 0, 3, -15, 1, -1.1, -24, -5
49) CN(C)c1ccc(C(c2nnnn2C(C)(C)C)N2CCc3ccccc3C2)cc1 (configuration not stated)
→ -2.2, 26, -11, ., 5, ., -2.4, -8, -5
